tim23-1 inh = inhibits growth of tim23-1 mutant yeast. hit rate 1.3% among 330,000. S. cerevisiae tim23-1 growth, BacTiter-Glo luminescence, 24 h. AID 463212. inhibition, % at 20 µM;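 active = growth inhibition of the mutant yeast at or above 50%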;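 also: temperature-sensitive mutant grown at 25 °C; plate controls were DMSO-treated mutant yeast for no effect and medium wells lacking yeast for full effect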
Mdm2 MdmX PPI = inhibitors of human Mdm2/MdmX interaction; O15151+Q00987; SaOS-2 split-luciferase Mdm2/MdmX complementation, luminescence; inhibition, % at 8 µM; hit rate 3% among 330,000; AID 485346;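 active = inhibition of at least 50% at 8 µM in the primary screen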
697 NFkB inh = inhibitors of the PMA/ionomycin-induced NF-kB reporter in 697 B cells. 697 B-cell NF-kB luciferase reporter, 16 h. inhibition, % at 4 µM. hit rate 0.33% among 330,000; in the data active = inhibition above about 35%
APJ agonist = agonists of human APJ apelin receptor. activation, % at 20 µM. P35414. CHO-K1 APJ PathHunter beta-arrestin, luminescence; 0% DMSO wells, 100% apelin. hit rate 0.11% among 330,000;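 active = activation more than six SD over the plate average, tested at 20 µM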;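 also: 0% = DMSO alone and 100% = apelin-13 at 10 nM; some results filed as inactive read as strong as hits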
Target sequence (P35414 whole entry, looked up): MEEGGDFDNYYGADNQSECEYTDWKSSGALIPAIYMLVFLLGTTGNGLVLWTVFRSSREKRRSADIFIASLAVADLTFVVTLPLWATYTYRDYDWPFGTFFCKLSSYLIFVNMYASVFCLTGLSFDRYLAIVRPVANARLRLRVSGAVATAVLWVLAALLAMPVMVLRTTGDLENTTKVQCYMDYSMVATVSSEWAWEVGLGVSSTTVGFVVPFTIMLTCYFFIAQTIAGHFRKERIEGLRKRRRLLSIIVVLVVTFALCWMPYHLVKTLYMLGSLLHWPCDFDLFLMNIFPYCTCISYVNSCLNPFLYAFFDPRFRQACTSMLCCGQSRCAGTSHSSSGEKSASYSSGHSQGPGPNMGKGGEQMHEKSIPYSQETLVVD
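system = engineered CHO-K1 APJ arrestin reporter cells | input = 1000 cells per well | timing = overnight seeding, 90 min compound at 25 °C, 1 h detection | measured by = enzyme-fragment complementation luminescence | read-out = beta-arrestin recruitment to APJ as agonist activity, luminescent signal | control set = negative DMSO alone, positive Apelin-13 at 10 nM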
XBP1 UPR activ = adaptive UPR (XBP1) activation; CHO-XBP1 luciferase reporter, IRE1-XBP1 UPR activation, luminescence; percent of tunicamycin response, DMSO as zero; activation, % at 20 µM; hit rate 0.33% among 330,000;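 active = versus positive control, 20 µM dose yields 30% or more activation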;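 also: 100% = tunicamycin at 10 µg/mL and 0% = DMSO only wells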
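Material: IRE1-XBP1 luciferase reporter CHO line / Quantity: one thousand reporter cells per well / Buffer or medium: F12 with 10% serum / Compound: 20 µM single concentration, DMSO 1% / Times: 6 h treatment, 37 °C / Detection: Steady-Glo luciferase glow luminescence, 10 min after reagent addition / Benchmarks: tunicamycin high, DMSO low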
Jurkat NFkB inh = inhibitors of the PMA/ionomycin-induced NF-kB reporter in Jurkat cells; hit rate 0.53% among 330,000; inhibition, % at 4 µM; PMA/ionomycin-induced NF-kB luciferase reporter, luminescence; in the data active = inhibition above about 50%
UPR CHOP act = apoptotic UPR (CHOP) activation; CHO-CHOP luciferase reporter, luminescence; percent of tunicamycin response over DMSO baseline; activation, % at 10 µM; hit rate 0.34% among 330,000;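 active = at 10 µM dose, activation of 40% or more, normalized to positive control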;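 also: 100% = tunicamycin at 10 µg/mL and 0% = DMSO alone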
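Material: CHO-CHOP cells, stable luciferase reporter of PERK-eIF2a-CHOP signalling; quantity: 500 reporter cells seeded per well; buffer or medium: F12 medium containing 10% fetal bovine serum; compound: one dose, 10 µM in 0.5% DMSO; incubation: 6 h compound treatment, 37 °C; measured by: Steady-Glo luciferase luminescence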
APJ antagonist = APJ receptor antagonism | inhibition, % at 20 µM | hit rate 0.32% among 330,000 | AID 2521 | P35414 | CHO-K1 APJ beta-arrestin complementation, luminescence;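 active = inhibition above about 40% at 20 µM, limit read from the data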;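 also: cells challenged with 10 nM apelin-13 agonist together with compound; plate controls were apelin-13 plus DMSO wells for no effect and DMSO wells lacking apelin-13 for full effect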
* hit, by the source's call.

Screening CC(=O)NC(Cc1cnc[nH]1)C(=O)O (centres undefined) returned tim23-1 inh 8, Mdm2 MdmX PPI -5, 697 NFkB inh -9, APJ agonist -4, XBP1 UPR activ 3, Jurkat NFkB inh -1, UPR CHOP act -0.4 and APJ antagonist 13.
Screening CCNC(=O)c1nc[nH]c1C(=O)NCC returned tim23-1 inh -8, Mdm2 MdmX PPI 20, 697 NFkB inh 6, APJ agonist -5, XBP1 UPR activ 0, Jurkat NFkB inh -3, UPR CHOP act -0.2 and APJ antagonist -11.
`O=C(O)c1ccccc1C(=O)NC1CCCc2ccccc21` (centres undefined) gave tim23-1 inh 5, Mdm2 MdmX PPI 22, 697 NFkB inh 18, APJ agonist -2, XBP1 UPR activ -5, Jurkat NFkB inh 16, UPR CHOP act -0.7 and APJ antagonist 5.
Screening CCOCCCNC(=O)/C(C#N)=C/c1ccc(C)o1 returned tim23-1 inh 12, Mdm2 MdmX PPI 0, 697 NFkB inh 11, APJ agonist -1, XBP1 UPR activ 1, Jurkat NFkB inh 2, UPR CHOP act -0.7 and APJ antagonist 14.
CC(C)CC(=O)c1c[nH]c(C(=O)NCc2ccc(F)cc2)c1 was read as tim23-1 inh 1, Mdm2 MdmX PPI -3, 697 NFkB inh 8, APJ agonist 2, XBP1 UPR activ 0, Jurkat NFkB inh 8, UPR CHOP act -0.1 and APJ antagonist 8.
Screening COc1ccccc1NC(=O)CC1S/C(=N/N=C(\C)C2CCCCC2)NC1=O (centres undefined) returned tim23-1 inh 23, Mdm2 MdmX PPI -1, 697 NFkB inh -3, APJ agonist 1, XBP1 UPR activ -3, Jurkat NFkB inh 5, UPR CHOP act 1.0 and APJ antagonist 11.
For COc1ccc(Cl)cc1N(CC(=O)NC(C(C)C)C(C)C)S(C)(=O)=O the results were tim23-1 inh 7, Mdm2 MdmX PPI -18, 697 NFkB inh -8, APJ agonist -1, XBP1 UPR activ -1, Jurkat NFkB inh 4, UPR CHOP act 1.6 and APJ antagonist 1.
`CN(C)C(=O)CCSc1nnc(-c2ccco2)o1` gave tim23-1 inh 2, Mdm2 MdmX PPI 7, 697 NFkB inh 9, APJ agonist 0, XBP1 UPR activ 1, Jurkat NFkB inh -1, UPR CHOP act -0.5 and APJ antagonist 4.
COC(=O)c1ccccc1NC(=O)CN1C(=O)NC2(CCCCCCC2)C1=O was read as tim23-1 inh 22, Mdm2 MdmX PPI 1, 697 NFkB inh -3, APJ agonist -2, XBP1 UPR activ -2, Jurkat NFkB inh -9, UPR CHOP act -2.0 and APJ antagonist 10.
`CCn1c(CCCNC(=O)c2ccc(F)cc2)nc2ccccc21` gave tim23-1 inh 6, Mdm2 MdmX PPI -16, 697 NFkB inh -7, APJ agonist -4, XBP1 UPR activ 3, Jurkat NFkB inh 9, UPR CHOP act 2.6 and APJ antagonist -2.
For CCC(C)(C)NC(=O)C(c1ccc(OC)cc1)N(C(=O)CCC(=O)Nc1cc(C)on1)C1CC1 (centres undefined) the results were tim23-1 inh 11, Mdm2 MdmX PPI 9, 697 NFkB inh 2, APJ agonist -3, XBP1 UPR activ -6, Jurkat NFkB inh 6, UPR CHOP act -1.2 and APJ antagonist 4.
COC(=O)C1Cc2c([nH]c3ccccc23)C(C(C)C)N1 (centres undefined) was read as tim23-1 inh 22, Mdm2 MdmX PPI 30, 697 NFkB inh 9, APJ agonist -2, XBP1 UPR activ 2, Jurkat NFkB inh -8, UPR CHOP act -0.5 and APJ antagonist -6.

2 records picked at random from the list so far, as already listed:
For CCC(C)(C)NC(=O)C(c1ccc(OC)cc1)N(C(=O)CCC(=O)Nc1cc(C)on1)C1CC1 (centres undefined) the results were tim23-1 inh 11, Mdm2 MdmX PPI 9, 697 NFkB inh 2, APJ agonist -3, XBP1 UPR activ -6, Jurkat NFkB inh 6, UPR CHOP act -1.2 and APJ antagonist 4.
Screening CCNC(=O)c1nc[nH]c1C(=O)NCC returned tim23-1 inh -8, Mdm2 MdmX PPI 20, 697 NFkB inh 6, APJ agonist -5, XBP1 UPR activ 0, Jurkat NFkB inh -3, UPR CHOP act -0.2 and APJ antagonist -11.

Next part
For COc1ccccc1CN1CCNC(=O)C1CC(=O)NC1Cc2ccccc2C1 (centres undefined) the results were tim23-1 inh 23, Mdm2 MdmX PPI 3, 697 NFkB inh -2, APJ agonist -4, XBP1 UPR activ -1, Jurkat NFkB inh 11, UPR CHOP act -0.2 and APJ antagonist 14.
`COc1cc(NC(=O)CN(c2cc(C)cc(C)c2)S(=O)(=O)c2c(C)noc2C)cc(OC)c1` gave tim23-1 inh 8, Mdm2 MdmX PPI 18, 697 NFkB inh -2, APJ agonist -2, XBP1 UPR activ -3, Jurkat NFkB inh 18, UPR CHOP act 9.5 and APJ antagonist 5.
`O=C(Nc1nc(COc2ccccc2)cs1)C1CCC1` gave tim23-1 inh 44, Mdm2 MdmX PPI -72, 697 NFkB inh -110, APJ agonist -4, XBP1 UPR activ 0, Jurkat NFkB inh -44, UPR CHOP act 3.9 and APJ antagonist -15.
For CCOc1ccccc1/C=N/NC(=O)c1cccc(S(=O)(=O)N(CC)CC)c1 the results were tim23-1 inh 13, Mdm2 MdmX PPI -9, 697 NFkB inh -1, APJ agonist -4, XBP1 UPR activ 0, Jurkat NFkB inh -5, UPR CHOP act 2.6 and APJ antagonist -8.
`Cn1cccc1C(NC(=O)c1ccccc1)C(Cl)(Cl)Cl` (centres undefined) gave tim23-1 inh 24, Mdm2 MdmX PPI 7, 697 NFkB inh 12, APJ agonist -3, XBP1 UPR activ -3, Jurkat NFkB inh -5, UPR CHOP act 0.5 and APJ antagonist -1.
For Cc1c(NC(=O)C(C)OC(=O)c2cc(Cl)ccc2O)c(=O)n(-c2ccccc2)n1C (centres undefined) the results were tim23-1 inh -4, Mdm2 MdmX PPI 1, 697 NFkB inh 18, APJ agonist -4, XBP1 UPR activ -3, Jurkat NFkB inh 2, UPR CHOP act -1.4 and APJ antagonist 10.
Screening CCOc1cc(C(=O)NCc2ccccc2)ccc1OCC(=O)N1CCCCC1 returned tim23-1 inh -1, Mdm2 MdmX PPI 20, 697 NFkB inh 20, APJ agonist -3, XBP1 UPR activ -1, Jurkat NFkB inh -6, UPR CHOP act 0.2 and APJ antagonist -5.
For O=C(Nc1cccc(C(=O)N2CCOCC2)c1)c1cccnc1 the results were tim23-1 inh 4, Mdm2 MdmX PPI -1, 697 NFkB inh 9, APJ agonist -2, XBP1 UPR activ -1, Jurkat NFkB inh -11, UPR CHOP act 1.1 and APJ antagonist -5.
Screening CCOC(=O)c1ccc(CNC(=O)C(Cc2c[nH]c3ccccc23)NC(C)=O)o1 (centres undefined) returned tim23-1 inh 13, Mdm2 MdmX PPI -37, 697 NFkB inh 19, APJ agonist -1, XBP1 UPR activ 0, Jurkat NFkB inh 1, UPR CHOP act 0.1 and APJ antagonist -16.
C=CCNC(=S)N(Cc1ccccc1)Cc1ccccc1 was read as tim23-1 inh 14, Mdm2 MdmX PPI 19, 697 NFkB inh 8, APJ agonist -3, XBP1 UPR activ 0, Jurkat NFkB inh -7, UPR CHOP act -1.8 and APJ antagonist 3.
For Cc1ccc(-n2ncc(C#N)c2/N=C/N2CCCCCC2)cc1 the results were tim23-1 inh 1, Mdm2 MdmX PPI -24, 697 NFkB inh -26, APJ agonist -4, XBP1 UPR activ 1, Jurkat NFkB inh -5, UPR CHOP act 1.8 and APJ antagonist 6.
For Cc1ccccc1OCC(=O)NCCC(=O)O the results were tim23-1 inh 4, Mdm2 MdmX PPI 6, 697 NFkB inh -16, APJ agonist -1, XBP1 UPR activ -4, Jurkat NFkB inh 14, UPR CHOP act -2.2 and APJ antagonist 17.
Screening COc1ccc(CCNC(=O)CS(=O)(=O)c2cn(CC(=O)N(C(C)C)C(C)C)c3ccccc23)cc1OC returned tim23-1 inh 12, Mdm2 MdmX PPI 12, 697 NFkB inh 4, APJ agonist 0, XBP1 UPR activ -1, Jurkat NFkB inh 15, UPR CHOP act 0.8 and APJ antagonist -15.
C/C=C/c1ccc(OCC(=O)OCC2=C(C(=O)OCC)C(C)NC(=O)N2)c(OC)c1 (centres undefined) was read as tim23-1 inh 5, Mdm2 MdmX PPI 8, 697 NFkB inh 6, APJ agonist 2, XBP1 UPR activ -2, Jurkat NFkB inh -6, UPR CHOP act 0.4 and APJ antagonist 0.
For CCc1ccc(OCC(O)CN2CCCC2)cc1 (centres undefined) the results were tim23-1 inh -5, Mdm2 MdmX PPI 1, 697 NFkB inh 16, APJ agonist -2, XBP1 UPR activ -2, Jurkat NFkB inh -2, UPR CHOP act -1.6 and APJ antagonist 1.
O=C1CC(C(=O)N2CCN(Cc3ccccc3)CC2)CN1Cc1ccccc1 (centres undefined) was read as tim23-1 inh -10, Mdm2 MdmX PPI 7, 697 NFkB inh 4, APJ agonist -3, XBP1 UPR activ 3, Jurkat NFkB inh -1, UPR CHOP act -0.8 and APJ antagonist 0.
Screening O=C(c1ccc(-n2cnnn2)cc1)N(C1CCCCC1)C1CCCCC1 returned tim23-1 inh 7, Mdm2 MdmX PPI -33, 697 NFkB inh 1, APJ agonist -2, XBP1 UPR activ 0, Jurkat NFkB inh -1, UPR CHOP act 0.5 and APJ antagonist 2.
CCOc1ccc(S(=O)(=O)Nc2ccc(C(=O)NCCCN3CCOCC3)cc2)cc1 was read as tim23-1 inh 0, Mdm2 MdmX PPI -20, 697 NFkB inh -3, APJ agonist 0, XBP1 UPR activ 0, Jurkat NFkB inh 2, UPR CHOP act -1.1 and APJ antagonist 3.
Screening O=C(c1ccco1)N1CCN(C2c3ccccc3-c3ccccc32)CC1 returned tim23-1 inh 31, Mdm2 MdmX PPI -6, 697 NFkB inh -30, APJ agonist -1, XBP1 UPR activ -2, Jurkat NFkB inh 3, UPR CHOP act 2.3 and APJ antagonist -2.
`CC(=O)Nc1ccc(S(=O)(=O)Nc2ncccn2)cc1` gave tim23-1 inh 9, Mdm2 MdmX PPI -2, 697 NFkB inh 8, APJ agonist 0, XBP1 UPR activ -1, Jurkat NFkB inh -22, UPR CHOP act -1.2 and APJ antagonist -3.
CCN1CCCC1CNC(=O)c1cc(S(N)(=O)=O)ccc1OC (centres undefined) was read as tim23-1 inh 5, Mdm2 MdmX PPI 12, 697 NFkB inh 11, APJ agonist 7, XBP1 UPR activ -7, Jurkat NFkB inh 5, UPR CHOP act 1.7 and APJ antagonist 5.
Screening CN(CC(=O)Nc1ccc(Cl)cc1)CC(=O)Nc1cccc2ccccc12 returned tim23-1 inh 29, Mdm2 MdmX PPI 1, 697 NFkB inh -1, APJ agonist 3, XBP1 UPR activ -2, Jurkat NFkB inh 2, UPR CHOP act 0.0 and APJ antagonist -63.
Screening COc1ccc([N+](=O)[O-])cc1NC(=O)CSCc1ccc(Br)cc1 returned tim23-1 inh 19, Mdm2 MdmX PPI 51*, 697 NFkB inh -24, APJ agonist -2, XBP1 UPR activ 3, Jurkat NFkB inh 0, UPR CHOP act 1.7 and APJ antagonist 20.
Screening CCCOc1ccc(C2(C(=O)O)CCCC2)cc1 returned tim23-1 inh 0, Mdm2 MdmX PPI 15, 697 NFkB inh 14, APJ agonist -5, XBP1 UPR activ 1, Jurkat NFkB inh 2, UPR CHOP act -1.4 and APJ antagonist 11.
`CCOC(=O)c1csc(NC(=O)CC2CCCC2)n1` gave tim23-1 inh 19, Mdm2 MdmX PPI -13, 697 NFkB inh -8, APJ agonist -3, XBP1 UPR activ 4, Jurkat NFkB inh -21, UPR CHOP act 1.4 and APJ antagonist -16.

Bioassay records: PubChem, Sanford-Burnham Center for Chemical Genomics
